JMJD2A Tudor inh = qHTS Assay for Inhibitors of JMJD2A-Tudor Domain; Lysine-specific demethylase 4A (Homo sapiens), O75164; AlphaScreen JMJD2A-Tudor / H3K4me3 peptide binding; Potency, µM (titrated, usually from 114 µM), inactives show at the top dose activity change, negative = inhibition, usual class: inhibitors; 4.4% of 390,000 active; AID 504339, 2011; note: % is set by controls: 0 for no effect and ±100 for the full control effect; nearly all actives have a fitted effect of over 50% in size
G9a inh = qHTS Assay for Inhibitors of Histone Lysine Methyltransferase G9a. Histone-lysine N-methyltransferase EHMT2 (Homo sapiens), Q96KQ7. G9a H3K9 monomethylation, AlphaScreen, 2 h. Potency, µM (series often up to 102 µM), inactives show top-dose activity, negative = inhibition, most hits filed as inhibitors. 8.8% of 350,000 active; note: % is set by controls: 0 for no effect and ±100 for the full control effect; nearly all actives have a fitted effect of over 75% in size
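Chemiluminescent proximity detection of H3K9 monomethylation, read after 10 min bead incubation in the dark. Reaction: 20 nM G9a, 500 nM biotin-H3K9 peptide, 20 uM SAM cofactor, 2 h, room temperature, following 15 min enzyme-compound preincubation.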
BLM helicase inh = qHTS Assay for Inhibitors of Bloom's syndrome helicase (BLM). RecQ-like DNA helicase BLM (Homo sapiens), P54132. recombinant BLM DNA unwinding, fluorescence dequenching. 0.2% of 350,000 active. Potency, µM (highest dose often 56.1 µM), for the others: at the highest dose activity change, negative = inhibition, hits mostly inhibitors. AID 2528, 2010;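 note: plate controls were vehicle for no effect and no enzyme for full effect; nearly all actives have a fitted effect of over 35% in size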
Pol eta inh = qHTS for Inhibitors of Polymerase Eta. DNA polymerase eta (Homo sapiens), Q9Y253. recombinant Pol eta, fluorescent DNA replication assay. Potency, µM (series often up to 114 µM), for inactives: at the highest dose activity change, negative = inhibition, actives largely listed as inhibitors. 1.2% of 390,000 active. AID 588591, 2011; note: % is set by controls: 0 for no effect and ±100 for the full control effect
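Pol eta at 10 nM preincubated with compounds 15 min at room temperature; reaction started with fluorescent substrate (50 nM final) and read kinetically at 0 and 10 min.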
Pol kappa inh = qHTS for Inhibitors of Polymerase Kappa | 0.53% of 400,000 active | DNA polymerase kappa (Homo sapiens), Q9UBT6 | purified Pol kappa, fluorescent DNA synthesis assay, 10 min | Potency, µM (highest dose often 107 µM), for inactives: at the highest dose activity, negative = inhibition, most hits filed as inhibitors; note: % is set by controls: 0 for no effect and ±100 for the full control effect
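Kinetic fluorescence readout at 0 and 10 min followed reaction start with substrate at 50 nM final. Beforehand, enzyme (10 nM Pol kappa) stood 15 min with compound at room temperature; buffer-only wells were negative controls.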
Pol iota inh = qHTS for Inhibitors of Polymerase Iota. Pol iota fluorescent replication assay, 10 min. AID 588590, 2011. Potency, µM (top dose mostly 115 µM), inactives show top-dose activity, negative = inhibition, most hits filed as inhibitors. 1% of 390,000 active. DNA polymerase iota (Homo sapiens), Q9UNA4
Target sequence (Q9UNA4 whole entry, looked up): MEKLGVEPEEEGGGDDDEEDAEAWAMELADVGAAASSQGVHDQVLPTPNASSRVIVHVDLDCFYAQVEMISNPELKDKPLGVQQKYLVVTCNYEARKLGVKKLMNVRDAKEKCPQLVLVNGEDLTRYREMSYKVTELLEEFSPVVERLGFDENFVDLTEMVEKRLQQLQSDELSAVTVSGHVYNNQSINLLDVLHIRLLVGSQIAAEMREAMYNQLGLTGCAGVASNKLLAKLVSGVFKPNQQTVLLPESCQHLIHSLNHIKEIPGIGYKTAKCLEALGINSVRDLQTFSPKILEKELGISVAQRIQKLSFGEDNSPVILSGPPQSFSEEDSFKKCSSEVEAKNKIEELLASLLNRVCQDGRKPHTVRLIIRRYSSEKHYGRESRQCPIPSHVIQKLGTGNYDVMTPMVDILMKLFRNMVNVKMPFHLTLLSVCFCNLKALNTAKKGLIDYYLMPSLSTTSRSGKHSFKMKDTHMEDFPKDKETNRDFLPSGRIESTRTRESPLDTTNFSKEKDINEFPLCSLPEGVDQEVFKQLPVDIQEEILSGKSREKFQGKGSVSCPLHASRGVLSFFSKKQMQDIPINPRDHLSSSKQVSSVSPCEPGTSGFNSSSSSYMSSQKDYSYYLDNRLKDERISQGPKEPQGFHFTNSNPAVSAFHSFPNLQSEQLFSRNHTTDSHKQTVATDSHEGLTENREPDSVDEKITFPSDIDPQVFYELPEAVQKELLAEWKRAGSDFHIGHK
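Pol iota at 10 nM preincubated 15 min with compounds at room temperature; reaction started with fluorescent substrate, 50 nM final. Fluorescence read kinetically at 0 and 10 min; buffer-only wells as negative control.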
Pol beta inh = qHTS Assay for Inhibitors of DNA Polymerase Beta | P06746 | Pol beta primer extension/strand displacement, fluorescence kinetic | 1.3% of 340,000 active | Potency, µM (top dose mostly 114 µM), for inactives: at the highest dose activity change, negative = inhibition, most hits filed as inhibitors; note: % is set by controls: 0 for no effect and ±100 for the full control effect
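Preincubation: enzyme (10 nM) with compound, 15 min, RT. Reaction: substrate added to 50 nM final. Reads: 0 and 10 min. Analysis: normalized, Hill fit.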
BAZ2B block = qHTS Assay for Inhibitors of BAZ2B | Potency, µM (series often up to 114 µM), for the others: top-dose activity change, negative = inhibition, actives largely listed as inhibitors | 4.4% of 360,000 active | AID 504333, 2011 | AlphaScreen BAZ2B-H3K14Ac peptide displacement | Bromodomain adjacent to zinc finger domain protein 2B (Homo sapiens), Q9UIF8; note: % is set by controls: 0 for no effect and ±100 for the full control effect; nearly all actives have a fitted effect of over 60% in size
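Compounds, titrated to a top concentration of 110 uM, were incubated 30 min at room temperature with preformed BAZ2B/acetyl-K14 H3 peptide complex (50 nM each). Proximity signal was measured by AlphaScreen after 20 min with beads.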
APEX1 inh = qHTS Assay for Inhibitors of the Human Apurinic/apyrimidinic Endonuclease 1 (APE1). 0.35% of 350,000 active. Potency, µM (series often up to 65.8 µM), for inactives: at the top dose activity change, negative = inhibition, actives largely listed as inhibitors. AID 2517, 2012. recombinant APE1, TAMRA/BHQ-2 abasic DNA cleavage fluorescence;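 note: plate controls were vehicle for no effect and reference inhibitor for full effect; nearly all actives have a fitted effect of over 55% in size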
Target sequence (P27695 whole entry, looked up): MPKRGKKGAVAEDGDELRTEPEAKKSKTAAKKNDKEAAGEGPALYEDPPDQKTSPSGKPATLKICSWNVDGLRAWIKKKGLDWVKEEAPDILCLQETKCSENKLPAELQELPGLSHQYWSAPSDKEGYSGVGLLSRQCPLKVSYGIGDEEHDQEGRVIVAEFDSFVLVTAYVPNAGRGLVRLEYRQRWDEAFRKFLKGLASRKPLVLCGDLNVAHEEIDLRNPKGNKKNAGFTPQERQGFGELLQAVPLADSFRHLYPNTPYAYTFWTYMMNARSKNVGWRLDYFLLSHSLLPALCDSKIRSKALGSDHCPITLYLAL
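Enzyme (0.75 nM final) and test compound are incubated 15 min at room temperature before adding 50 nM quenched THF abasic-site duplex. Cleavage dequenches TAMRA, followed at 525/598 nm over three reads one minute apart.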
The depositor's hits bear a star; u = inconclusive; x = no result given; & = joins results of further samples; ! = not confirmed by another sample; [ ] = remark or other dose. Calls come from the whole dose curve; as a rule, active = well fitted curve in the direction sought with a large enough effect; inconclusive = small, poorly fitted or top-dose-only effect, or another doubt; inactive = no such curve, though single readings can be large; an effect the other way counts as inactive or inconclusive. Potency is the fitted concentration of half-maximal effect.

SMILES,JMJD2A Tudor inh,G9a inh,BLM helicase inh,Pol eta inh,Pol kappa inh,Pol iota inh,Pol beta inh,BAZ2B block,APEX1 inh
CCCCn1c(SCC(=O)c2ccccc2)nc2c1c(=O)[nH]c(=O)n2C,-15.0%,u,-1.7%,0.7%,-18.9%,3.6%,-2.1%,13.8%,0.7%
Cc1cccc(NS(=O)(=O)c2cc3c4c(c2)CC(=O)N4CCC3)c1C,-8.3%,x,-3.2%,-1.0%,-14.0%,8.7%,22.7%,-9.1%,-11.4%
CN1C(=O)NC(NC(=O)c2ccncc2)(C(F)(F)F)C1=O (stereo unspecified),-22.5%,8.6%[59 µM],0.6%,-5.2%,-17.2%,-4.6%,1.6%,9.2%,2.3%
O=C(NCCc1ccccc1)N1CCCC(CNS(=O)(=O)Cc2ccccc2)C1 (stereo unspecified),-8.4%,5.1%,1.0%,-6.4%,-5.7%,194.0%[activator],-0.1%,-4.9%,-1.8%
S=C(Nc1ccc(Oc2ccccc2)cc1)N1CCOCC1,-22.4%,2.8%,-14.5%,-23.0%,-7.1%,177.3%[activator],22.4%,-9.7%,5.3%
CSc1ccccc1NC(=O)Nc1cccc(Cl)c1,-20.4%,-33.6%[2.33 µM],2.1%,-14.4%,-5.0%,29.0%,-5.3%,32.9%[activator],u
COc1ccc(-c2c(C#Cc3ccsc3)c3cc(-c4cccc5[nH]ccc45)ccc3n2C)cc1,-17.9%,7.1%[0.501 µM],x,-7.3%,-41.5%,-22.3%,x,14.7%,-4.0%
O=C(NC(=S)Nc1cccc2ncccc12)c1ccccc1,-21.8%,u,-6.8%,-6.1%,-8.9%,-14.2%,-1.6%,-24.0%,-3.5%
CN1C(=O)c2ccccc2Sc2ccc(NC(=O)COc3ccccc3)cc21,-33.3%,-27.4%[59 µM],-7.0%,-15.9%,-1.8%[60.1 µM],37.1%[activator],3.8%,-2.9%,x
COc1ccc2sc(-c3ccccc3OC)c(C#CC(C)(C)O)c2c1,-15.5%,-2.7%[0.501 µM],x,-21.6%,-21.7%,9.1%,x,7.8%,0.4%
COc1cc(-c2ccccc2)[nH]c(=S)n1,-12.1%,26.7%[2.33 µM],x,-13.8%,4.5%,u,x,u,31.5%
O=c1c(-c2ccccc2)c[nH]n1-c1cccc([N+](=O)[O-])c1,-29.6%,u,-7.3%,-2.8%,5.4%,13.2%,u,u,u
O=C(O)c1ccccc1C(=O)Nc1ccc(Oc2ccccc2)cc1,-25.4%,x,-7.7%,-6.0%,-10.5%,25.2%,1.5%,-14.5%,0.0%
CCS(=O)(=O)c1ccc2oc(SCC(=O)NC3CCCC(C)C3C)nc2c1 (stereo unspecified),-3.1%,-32.8%[59 µM],-2.0%,5.7%,0.1%,3.7%,-2.0%,u,-3.6%
CCCN1C(=O)SC(CC(=O)Nc2ccc(Br)cc2)C1=O (stereo unspecified),21.5%,35.5%[12.7 µM],-2.6%,u,-2.1%,-14.5%,-23.6%,-1.5%,-4.6%
O=C(CN(CCc1ccccc1)Cc1ccccc1)Oc1ccccc1P(=O)(O)O,-19.7%,13.2%,-1.9%,-1.8%,-14.2%,-8.6%,4.0%,2.4%,-7.1%
CCCCOC(=O)CSCC(=O)Nc1cc(C)on1,0.0%,55.3%[activator][12.7 µM],-1.0%,-7.8%,-21.3%,-2.5%,3.6%,-0.5%,-4.4%
CCOC(=O)c1cc(-c2ccc(Cl)s2)nc2c1c(C)nn2C,x,24.0%[12.7 µM],0.3%,x,x,x,4.2%,8.7%,-4.7%
COC(=O)c1c(NC(=O)CSc2ncnc3ccccc23)sc(C)c1C,-23.4%,x,x,-4.7%,-12.6%,-4.4%,x,x,x
CNC(=O)/C=C/c1cc(C(=O)c2ccc(Cl)cc2Cl)cn1C,-21.1%,22.1%[2.33 µM],-2.2%,-10.5%,-6.2%,4.7%,48.0%,-26.8%,-2.4%
O=C(COC(=O)CCS(=O)(=O)c1ccccc1)Nc1ccccc1,-7.4%,u,x,0.7%,-3.8%,1.7%,x,10.0%,13.7%
O=C1NCCN1C(=O)c1ccccc1F,1.5%,-37.2%[59 µM],-0.9%,-6.4%,4.1%,0.2%,27.8%,-0.1%,16.6%
C=CCc1cccc(/C=C/c2cc(=O)c3ccccc3[nH]2)c1O,-27.1%,-3.7%[59 µM],0.6%,u,-14.9%,u,39.8µM*,-34.6%,2.2%
C=CCNC(=O)c1cccc(OC2CCN(CC(C)(C)C)CC2)c1,-9.5%,-11.2%[0.501 µM],-0.9%,-4.0%,-5.6%,12.6%,18.7%,4.2%,-5.1%
Cn1nnnc1Sc1ncnc2scc(-c3cccc4c3sc3ccccc34)c12,39.8µM*!,x,x,-3.9%,-1.4%,-3.0%,x,x,33.6%
C[C@H]1CN([C@@H](C)CO)C(=O)Cc2cc(NC(=O)Nc3ccccc3)ccc2O[C@H]1CN(C)Cc1ccccc1,u,x,x,-25.1%,-7.0%,5.2%,x,x,x
CCN(CC(=O)Nc1ccc(C(C)=O)cc1)CC(=O)Nc1cccc(OC)c1,-8.3%,-31.0%,-2.9%,-7.3%,0.6%,126.7%[activator],4.9%,-13.4%,-4.1%
CC(C)[C@H](NC(=O)[C@H](CCCN=C(N)N)NC(=O)NC(Cc1ccccc1)C(=O)O)C(=O)NC(C=O)CCCN=C(N)N (stereo partly specified),-15.8%,u,1.7%,-13.4%,-5.3%,25.6%,-21.0%,2.8%,2.6%
Clc1ccc(C2[C@H]3CN(CC4CCCCC4)[C@H](c4ccccc4)C34CC2(c2ccccc2)C4)cn1 (stereo partly specified),-14.8%,-40.6%[59 µM],-3.1%&-2.0%,-10.2%,-0.2%,9.2%,4.5%,-12.4%,u
CCN(CC)CCNC(=O)/C(=C/c1cn(C)c2ccccc12)NC(=O)c1ccc(OC)c(OC)c1,-19.6%,1.0%,1.2%,-11.3%,-7.9%,25.2%,29.9%,-4.3%,0.9%
COc1ccc(-n2ncc3c(=O)n(CC(=O)N4CCCc5ccccc54)cnc32)cc1,-15.4%,-29.8%,-1.6%,-7.6%,u,-9.6%,11.9%,-21.5%,-3.7%
Cc1ccc(-n2nc(C(=O)N3CCN(c4ccccc4F)CC3)c3c4ccccc4n(C)c3c2=O)cc1,-3.0%,-1.2%[59 µM],-1.2%,x,3.7%,-1.6%,-1.1%,x,x
Cc1sc(NC(=O)CSc2nnnn2C2CCCCC2)c(C#N)c1C,-15.8%,7.3%,2.7%,-1.5%,-0.1%,67.3%[activator],5.5%,u,-5.5%
COc1nc(N)c(S(=O)(=O)c2ccc(C)cc2)cc1C#N,-11.5%,21.6%[59 µM],-4.1%,-23.4%,-8.0%,45.6%[activator],u,-1.8%,0.5%
CCN(CC(=O)Nc1ccc(NC(C)=O)cc1)C(=O)/C=C/c1c(C)nn(-c2ccc(F)cc2)c1C,-18.1%,-16.7%,-6.5%,-2.2%,-0.4%,13.6%,21.0%,-28.9%,-16.5%
CCCNS(=O)(=O)c1cc(-c2nn3c(C)nnc3c3ccccc23)ccc1C,-12.3%,-23.5%[59 µM],6.4%,x,-25.7%,-14.1%,-9.0%,-19.5%,x
CCCS(=O)(=O)N1CCC(C(=O)NCc2cccnc2)CC1,-5.8%,-26.9%[12.7 µM],-2.8%,1.2%,-9.7%,-2.6%,0.4%,-4.6%,-3.1%
O=C(NCCC1=CCCCC1)c1cc2ccccc2oc1=O,1.3%,5.3%,-0.8%,-8.6%,-4.0%,-4.0%,16.8%,5.5%,8.4%
O=C1CC2(CCN(C(=O)C3CC(=O)N(c4ccccc4)C3)CC2)Oc2ccccc21 (stereo unspecified),-13.1%,7.6%[0.501 µM],x,-6.2%,-3.2%,8.6%,x,14.6%,-8.6%
O=C(COC(=O)C1=COCCO1)NC1CCCCC1,-3.4%,-28.2%,x,-8.9%,-12.5%,-12.7%,x,-7.5%,1.2%
CCc1nnc(NC(=O)CCN(c2cc(C)cc(C)c2)S(=O)(=O)c2ccc(Cl)cc2)s1,-7.7%,23.1%,-0.5%,-6.9%,-17.0%,13.4%,15.3%[57.1 µM],-0.4%,-6.1%
COC(=O)c1c(NC(=O)CCC(=O)O)sc2c1CCCCC2,-9.0%,u,-1.2%,-16.5%,-2.2%,9.6%,u,-17.4%,0.0%
CCn1c(CNC(=O)c2ccccc2F)cc2ccccc21,u,18.5%,-0.2%,-3.6%,2.8%,165.2%[activator],34.5%,-11.5%,32.4%
O=C(CCl)N1CCN2C(=O)c3ccccc3C12c1ccc(Cl)cc1 (stereo unspecified),2.8%,u,-0.4%,79.4µM*,1.9%,68.9%[activator],-21.2%,-21.6%,-0.1%
Cc1cccc(OCC(=O)Nc2cccc(OCc3cc(=O)n4cccc(C)c4n3)c2)c1,-21.1%,10.1%[59 µM],-21.3%,4.3%,-6.5%[60.1 µM],9.5%,2.2%,9.5%,x
CSc1ccc(CN2CCCN(C)CC2)cc1,12.6µM*,10µM*,-3.1%,-0.9%,14.7%,31.9%,-0.6%,56.2µM*,21.7%

Rewritten with each value named: entries from further up
O=C(NCCC1=CCCCC1)c1cc2ccccc2oc1=O
  JMJD2A Tudor inh: 1.3%	G9a inh: 5.3%	BLM helicase inh: -0.8%	Pol eta inh: -8.6%	Pol kappa inh: -4.0%	Pol iota inh: -4.0%	Pol beta inh: 16.8%	BAZ2B block: 5.5%	APEX1 inh: 8.4%
O=C1CC2(CCN(C(=O)C3CC(=O)N(c4ccccc4)C3)CC2)Oc2ccccc21 (stereo unspecified)
  JMJD2A Tudor inh: -13.1%	G9a inh: 7.6%[0.501 µM]	BLM helicase inh: x	Pol eta inh: -6.2%	Pol kappa inh: -3.2%	Pol iota inh: 8.6%	Pol beta inh: x	BAZ2B block: 14.6%	APEX1 inh: -8.6%

A portion of the library; rates above refer to the full screens.
